# Source: PubChem BioAssay (several laboratories)
# CTSL1 counter: counter-screen for PFM18AAP inhibitors: inhibitors of F. hepatica cathepsin L1; recombinant F. hepatica cathepsin L1, Z-Leu-Arg-MCA fluorescence; inhibition, % at 5.96 µM; 300,000 tested, 0.49% active; AID 1906;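 active = inhibition above the mean of all tested compounds plus 3 SD, set per screening campaign, cut at about 17% in these data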;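 note: 0% = plate median of test compound wells and 100% = 1 µM Z-Phe-Ala-diazomethylketone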
# PP1 counter: blocks human PP1-alpha phosphatase, a PP5 counter-screen | P62136 | purified PP1alpha, OMFP fluorescence | inhibition, % at 6.7 µM | 320,000 tested, 0.9% active | AID 2235;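 active = inhibition above the mean inhibition of all tested compounds plus 3 SD, computed separately for each screening campaign, cut at about 15% in these data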
# Target sequence (P62136 whole entry, looked up): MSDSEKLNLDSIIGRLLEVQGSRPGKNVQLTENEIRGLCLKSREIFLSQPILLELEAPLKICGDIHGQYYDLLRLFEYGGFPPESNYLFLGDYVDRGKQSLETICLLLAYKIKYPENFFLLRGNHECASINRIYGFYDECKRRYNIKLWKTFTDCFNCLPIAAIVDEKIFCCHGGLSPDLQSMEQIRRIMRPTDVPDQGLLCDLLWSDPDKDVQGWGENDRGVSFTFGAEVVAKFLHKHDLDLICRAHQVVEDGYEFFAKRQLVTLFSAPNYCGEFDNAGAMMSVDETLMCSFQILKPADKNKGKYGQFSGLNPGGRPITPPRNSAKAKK
# JMJD2C inh: human JMJD2C demethylase inhibition; Q9H3R0; GST-JMJD2C(1-420) H3K9me3 demethylation, DELFIA europium; inhibition, % at 2.35 µM; 330,000 tested, 0.069% active;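 active = more than half of a compound's replicate wells show inhibition beyond 50%, single wells judged on their own value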;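 note: signal counts dimethyl H3K9 product captured on neutravidin plate; 0% = median of DMSO wells and 100% = 0.3 times that DMSO median; strong numbers were not always called active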
# Target sequence (Q9H3R0 1-420 limits assumed): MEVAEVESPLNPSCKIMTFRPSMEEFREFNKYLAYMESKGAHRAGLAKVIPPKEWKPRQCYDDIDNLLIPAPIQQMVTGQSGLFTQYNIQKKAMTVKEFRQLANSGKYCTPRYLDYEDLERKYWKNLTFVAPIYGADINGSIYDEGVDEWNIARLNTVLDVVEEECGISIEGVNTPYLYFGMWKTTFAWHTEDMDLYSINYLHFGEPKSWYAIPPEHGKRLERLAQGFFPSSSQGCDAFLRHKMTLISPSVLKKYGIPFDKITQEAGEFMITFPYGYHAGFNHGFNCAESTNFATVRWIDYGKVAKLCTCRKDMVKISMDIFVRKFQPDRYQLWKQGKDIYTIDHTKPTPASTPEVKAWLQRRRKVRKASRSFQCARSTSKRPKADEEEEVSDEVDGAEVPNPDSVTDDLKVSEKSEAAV
# TPT1 inh: inhibitors of Candida albicans tRNA 2'-phosphotransferase TPT1; recombinant caTPT1, FP RNA substrate dephosphorylation; inhibition, % at 5 µM; 300,000 tested, 0.81% active; AID 1962;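 active = inhibition above the mean of all tested compounds plus 3 SD, set per screening campaign, cut at about 24% in these data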;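 note: plate controls were DMSO alone for no effect and ferristatin control at 100 nM for full effect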
# PREPL inh: human PREPL enzyme inhibition. recombinant PREPL, fluorescence polarization activity-based probe. 320,000 tested, 0.68% active. inhibition, % at 5.96 µM. Q4J6C6. AID 2751; in the data active = inhibition above about 43%;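 note: 0% = enzyme with DMSO and 100% = wells lacking enzyme; many of its hits are not listed in these tables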
# LYPLA2 inh: counter-screen for PME1 inhibitors: inhibitors of human LYPLA2. recombinant LYPLA2, FP-Rh probe fluorescence polarization. AID 2177. 320,000 tested, 0.38% active. inhibition, % at 5.9 µM;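 active = inhibition above the screen-wide mean plus 3 SD, limit set per campaign, cut at about 26% in these data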;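 note: 0% = LYPLA2 with DMSO and 100% = wells lacking LYPLA2 enzyme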
# Target sequence (O95372 whole entry, looked up): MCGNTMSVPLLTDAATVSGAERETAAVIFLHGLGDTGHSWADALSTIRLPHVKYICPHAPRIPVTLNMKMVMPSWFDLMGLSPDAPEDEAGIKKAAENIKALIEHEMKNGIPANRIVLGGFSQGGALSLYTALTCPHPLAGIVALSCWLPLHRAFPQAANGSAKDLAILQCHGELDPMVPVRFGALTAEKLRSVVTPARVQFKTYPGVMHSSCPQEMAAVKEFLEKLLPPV
# PP5 primary: PP5 (human) phosphatase inhibition | purified PP5c, OMFP substrate fluorescence | inhibition, % at 6.7 µM | 320,000 tested, 0.18% active | AID 1987;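 active = inhibition above the campaign's mean inhibition across all tested compounds plus 3 SD, cut at about 9.5% in these data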;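 note: 0% = DMSO only and 100% = 100 µM cantharidin control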
# HCV core dimer: blocks dimerization of HCV core protein | inhibition, % at 5 µM | TR-FRET GST/Flag-core106 dimerization, 1536-well | AID 1899 | 300,000 tested, 0.33% active;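 active = inhibition above the mean of all tested compounds plus 3 SD, set per screening campaign, cut at about 45% in these data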
#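 Material: Tagged HCV core106 pair (GST and Flag) | Amount: GST-core106 13.5 nM, Flag-core106 17 nM | Medium: KF-containing HEPES buffer, pH 7.45, DTT, CHAPS, BSA | Reagent: Eu donor and XL665 acceptor anti-tag antibodies | Schedule: 4 h at 22.5 °C | Technique: Time-resolved FRET, ex 340 nm, em 617 and 671 nm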
# Efflux pump inh: inhibitors of Candida antifungal efflux pumps expressed in yeast | 330,000 tested, 0.44% active | inhibition, % at 10 µM | S. cerevisiae Candida pump triplex, Nile Red efflux;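 active = plate passing quality check with inhibition over a set limit, or well fluorescence over plate mean plus 4 SD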;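 note: Nile Red retained in pooled yeast measured as flow cytometry median fluorescence; 0% = buffer negative control and 100% = Enniatin B positive control; higher means more Nile Red kept so more efflux inhibition; some compounds called inactive have numbers as strong as hits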
# * = called active by the depositor; i = inactive; . = not tested or not shown. A portion of the library; rates above refer to the full screens.
# Values run as follows: CTSL1 counter	PP1 counter	JMJD2C inh	TPT1 inh	PREPL inh	LYPLA2 inh	PP5 primary	HCV core dimer	Efflux pump inh
- CN(CC(=O)Nc1ccc(F)c(F)c1F)C(=O)CCCc1nc2ccccc2c(=O)[nH]1
    .	1	0	.	3	3	0.6	.	0.1
- CC(=O)Nc1ccc(NC(=O)C2CCCN2C(=O)NCc2ccccc2)cc1 (stereo not given)
    -1	-4	4	-2	-5	3	-1.7	10	0.0
- Cc1ccccc1NC(=O)Cn1nnc(-c2ccc(CN3CCC(C)CC3)cc2)n1
    2	-3	-9	-1	12	1	1.0	-3	-0.1
- COc1cccc(/C=N/N2C(=O)NC3(CCCCC3)C2=O)c1O
    1	0	1	-4	-4	1	1.3	-7	0.1
- O=C(Oc1ccc(F)c(F)c1)c1ccc2c(=O)n3c(nc2c1)CCC3
    2	-3	4	-3	7	0	-0.9	7	-0.1
- COC(=O)c1ccc(CSc2nnc3sc4ccccc4n23)o1
    0	-3	-1	-1	7	9	1.3	2	0.0
- O=C(N/N=C/c1cccnc1)c1ccc(Cl)c(Cl)c1
    0	1	0	2	12	-10	0.7	-4	0.0
- CCC(=O)N1CC2(CC(c3cccc(NC(=O)CC(c4ccccc4)c4ccccc4)c3)=NO2)C[C@H]1C(N)=O (stereo not given in full)
    2	-1	7	-1	6	-5	1.8	-3	0.1
- CN1CCC(=O)N([C@H](CC#N)c2ccccc2)CC1
    -4	2	8	2	12	1	1.9	-8	0.0
- Cc1ccc(N/C=C/C(=O)c2ccccc2)cc1Br
    3	2	14	-2	16	-1	-2.6	-3	-0.2
- COc1ccc(/C=C/C(=O)NC(=S)NNC(=O)c2ccco2)cc1
    7	8	4	-9	23	9	2.2	-2	0.0
- Cc1ccccc1Nc1nc(-c2sc(NC(=O)c3ccc([N+](=O)[O-])cc3)nc2C)cs1
    4	14	-14	-2	10	-13	2.2	16	0.1
- Oc1ccccc1-c1cncn1Cc1ccccc1
    0	9	-16	0	1	-12	0.1	5	-0.3
- CC1CC(C)CN(C(=O)C2CCC(CNS(=O)(=O)c3ccccc3)CC2)C1 (stereo not given)
    3	-1	1	0	7	-1	-0.5	0	0.1
- N#Cc1ccc(N2CCN(c3ccc(F)cc3)CC2)cc1
    3	2	-3	-5	16	0	1.9	3	0.1
- Cc1ccc(NC2=NCC(=O)N2C2CCCC2)cc1C
    -5	-3	0	0	9	3	2.7	2	0.7
- Cc1ccc(/C=C/C(=O)NCCCN2CCN(CCCNC(=O)/C=C/c3ccc(C)o3)CC2)o1
    1	-2	2	0	11	6	0.8	0	0.1
- Cn1cc(C(=O)C(=O)N2CCOCC2)c2ccccc21
    3	-1	-3	0	0	-5	0.2	-3	0.6
- c1ccc(Cc2nnc3sc(-c4ccco4)nn23)cc1
    4	-3	-7	2	-3	-10	0.3	40	0.0
- O=C1CCCN1CCCNc1ccc(S(=O)(=O)N2CCCCC2)cn1
    0	1	4	-2	9	7	1.2	-4	-0.1

# Entries of single compounds, quoted from the list. Order of screens: CTSL1 counter, PP1 counter, JMJD2C inh, TPT1 inh, PREPL inh, LYPLA2 inh, PP5 primary, HCV core dimer, Efflux pump inh
# Results for Oc1ccccc1-c1cncn1Cc1ccccc1 → 0, 9, -16, 0, 1, -12, 0.1, 5, -0.3
# Results for Cc1ccc(/C=C/C(=O)NCCCN2CCN(CCCNC(=O)/C=C/c3ccc(C)o3)CC2)o1 → 1, -2, 2, 0, 11, 6, 0.8, 0, 0.1
# Results for N#Cc1ccc(N2CCN(c3ccc(F)cc3)CC2)cc1 → 3, 2, -3, -5, 16, 0, 1.9, 3, 0.1

# The listing continues:
# Values run as follows: CTSL1 counter	PP1 counter	JMJD2C inh	TPT1 inh	PREPL inh	LYPLA2 inh	PP5 primary	HCV core dimer	Efflux pump inh
- O=C(NCC1CCCO1)C1CC(=O)N(C2CCCC2)C1 (stereo not given)
    0	-8	3	0	20	-3	0.8	-5	-0.1
- COc1cc(CN(C)c2ncnc3sccc23)ccc1OC(F)F
    0	4	7	3	0	4	3.6	6	0.2
- N#Cc1ccsc1NC(=O)C1CCN(C(=O)c2ccc(Cl)cc2)CC1
    0	0	3	6	2	23	0.5	2	0.0
- CC(=O)N1CCC(N(CCN2CCOCC2)C(=O)Nc2ccc(Cl)c(Cl)c2)CC1
    -3	2	i	-3	-1	1	3.7	3	-0.2
- CCOCCCn1cc(C(=O)c2cc(Br)ccc2O)cc(C#N)c1=O
    3	-1	-6	4	16	0	0.1	13	0.0
- CCOC(=O)c1sc(NC(=O)c2ccc(S(=O)(=O)N3CCCCC3)cc2)nc1-c1ccccc1
    -4	2	5	2	2	1	0.5	10	-0.1
- CCCCC(=O)Nc1ccc(NC(=O)CC)cc1OC
    -3	-7	-7	-2	-5	3	-0.1	-2	0.0
- CCc1cccc(NC(=O)CSc2nnc(Cc3ccc(OC)cc3)c(=O)[nH]2)c1
    -1	1	-4	2	-1	-8	2.8	0	-0.1
- Cc1cc(NC(=O)CN2C(=O)NC(C)(c3ccc(Cl)cc3)C2=O)no1 (stereo not given)
    -4	-1	0	1	-3	-4	-2.5	0	-0.1
- O=[N+]([O-])C(=C1NCCN1)C(Cl)=C(Cl)Cl
    -1	-1	1	-6	1	2	-1.9	-2	-0.1
- O=c1cc(-c2ccc(F)cc2F)[nH]c2ccccc12
    -3	2	-2	1	16	4	1.1	-11	-0.1
- CCOC(=O)C1CCN(c2c(C(=O)c3ccccc3)cnc3ccc(CC)cc23)CC1
    4	4	9	-4	4	8	4.1	-4	0.1
- CC(C)(C)N1C(=O)c2ccc(C(=O)Nc3ccc(C(=O)O)cc3)cc2C1=O
    4	0	-2	1	-6	3	0.1	3	0.0
- O=C(NCc1ccco1)C(c1ccncc1)N(C(=O)Cc1cccs1)c1ccccc1 (stereo not given)
    -1	-5	5	-1	0	-11	2.8	2	0.0
- COC(=O)[C@@H]1CC[C@H](C)[C@@H](c2ccc(C)cc2)N1C(=O)c1ccc(/C=N/O[C@@H](C)c2cn([C@H](CO)Cc3ccccc3)nn2)cc1
    1	5	0	-4	6	-3	5.2	14	.
- Cc1cc(C(=O)OCC(=O)NCCc2ccccc2)c2ccccc2n1
    .	-1	-1	.	-9	4	-2.0	.	0.3
- N/C(=N/OC(=O)c1cccc([N+](=O)[O-])c1)c1cccc([N+](=O)[O-])c1
    2	-6	9	-1	11	4	0.5	3	-0.1
- C=CCC1(CC=C)CCCN1C(=O)c1cc(COc2ccccc2SC)on1
    1	3	-8	2	-2	-5	5.3	5	-0.1
- Cc1c(NC(=O)N(C)C)c(=O)n(-c2ccccc2)n1C
    1	-5	3	0	-3	-2	-0.9	-1	-0.1
- O=C(NC1CCCC1)C1CCCN1C(=O)Nc1ccccc1 (stereo not given)
    0	-1	-2	-2	-2	-11	1.6	5	-0.1

# Only Efflux pump inh, TPT1 inh and HCV core dimer (6 entries from above):
SMILES	Efflux pump inh	TPT1 inh	HCV core dimer
CCOCCCn1cc(C(=O)c2cc(Br)ccc2O)cc(C#N)c1=O	0.0	4	13
CCOC(=O)c1sc(NC(=O)c2ccc(S(=O)(=O)N3CCCCC3)cc2)nc1-c1ccccc1	-0.1	2	10
CCCCC(=O)Nc1ccc(NC(=O)CC)cc1OC	0.0	-2	-2
CCc1cccc(NC(=O)CSc2nnc(Cc3ccc(OC)cc3)c(=O)[nH]2)c1	-0.1	2	0
Cc1cc(NC(=O)CN2C(=O)NC(C)(c3ccc(Cl)cc3)C2=O)no1 (stereo not given)	-0.1	1	0
O=[N+]([O-])C(=C1NCCN1)C(Cl)=C(Cl)Cl	-0.1	-6	-2

# Next part:
# Values run as follows: CTSL1 counter	PP1 counter	JMJD2C inh	TPT1 inh	PREPL inh	LYPLA2 inh	PP5 primary	HCV core dimer	Efflux pump inh
- O=C(NCCS(=O)(=O)N1CCN(c2ccccc2)CC1)C1CCCC1
    1	-2	-9	0	5	2	-0.7	-1	0.0
- CCn1c(=O)n(CC(=O)Nc2cc(OC)ccc2OC)c(=O)c2ccccc21
    7	-11	-2	-4	17	-1	-7.5	-1	0.0
- COc1cccc(/C=N/NC(=O)c2ccccc2)c1OS(=O)(=O)c1ccccc1
    6	-2	-5	1	5	2	1.4	2	0.1
- O=C(Cc1ccc(Cl)cc1)NNS(=O)(=O)c1ccc([N+](=O)[O-])cc1
    0	-1	1	4	10	4	1.4	-11	0.6
- Nn1c(-c2ccc(F)cc2)nc2ccccc2c1=O
    0	-2	2	-3	-11	-1	0.3	-6	0.0
- Cc1ccc(-c2nnc(SCC(=O)N/N=C/c3ccccc3C(=O)O)n2-c2ccccc2)cc1
    -1	-1	-4	0	-4	-3	2.5	7	-0.1
- CCOC(=O)C1(C)NC(c2ccc(N(C)C)cc2)C2C(=O)N(c3ccc(OC)cc3)C(=O)C21 (stereo not given)
    0	-3	6	-1	1	7	-2.5	-1	-0.2
- Cc1ccc(NC(=O)COC(=O)CN2C(=O)NC3(CCCC3)C2=O)cc1Cl
    .	3	9	.	17	10	2.2	.	-0.1
- CCOC(=O)c1[nH]cnc1C(=O)Nc1ccccc1C
    -6	0	8	0	6	-1	3.8	6	0.2
- O=C(CN1CCSCC1)c1c[nH]c2ccccc12
    0	-3	0	2	-16	-10	-2.5	1	-0.1
- Cn1c(=O)oc2cc(S(=O)(=O)N3CCCC(C(=O)NCCN4CCOCC4)C3)ccc21 (stereo not given)
    -1	-3	6	-3	16	0	2.1	-23	-0.2
- COc1cccc(-n2nnc3c(=O)n(CC(=O)N4CCC(C)CC4)cnc32)c1
    -2	1	-7	2	-12	3	-0.6	-2	0.3
- Cc1cc(N)n(Cc2cccs2)n1
    -1	-3	-29	-3	3	-1	-1.1	2	-0.2
- COc1ccc(CC(=O)Nc2ccccc2N2CCCC2)cc1OC
    4	-3	10	-3	12	0	-0.1	-21	-0.1
- OCC1(Cc2ccccc2F)CCCN(CC2CCCCC2)C1 (stereo not given)
    2	0	13	-2	10	5	0.9	-2	0.0
- O=C(O)c1ccc(NC(=S)NC(=O)c2ccc3ccccc3c2)cc1
    4	0	-3	1	1	4	3.0	-1	0.1
- COCCOC(=O)c1[nH]c2c(c1C)C(=O)CC(c1ccccc1)C2 (stereo not given)
    9	-1	-2	-3	-21	-2	2.3	-2	0.0
- FC(F)(F)c1cccc(NC(=S)NCCc2ccccn2)c1
    -3	-2	-18	0	-1	0	1.6	1	0.0
- NC(=O)C1=C[C@@H](c2ccc(C(F)(F)F)cc2)C[C@@H](OCc2ccc(CO)cc2)O1
    -2	-1	-22	-4	7	-11	0.4	11	.
- COc1cccc(CN(C(=O)/C=C/c2ccc(Cl)cc2)C2CCS(=O)(=O)C2)c1 (stereo not given)
    5	-5	-13	-2	14	3	4.0	8	-0.1
- COC(=O)NNC(=O)C(c1ccccc1)c1ccccc1
    0	2	9	0	9	1	-2.6	2	0.1
- CCN(CC)C(=O)CSc1nc(C)cc(C)n1
    -1	-3	2	-23	4	6	-0.8	0	0.0
- CCOC(=O)c1c(N)sc(C(O)(C(F)(F)F)C(F)(F)F)c1-c1ccc(OC)cc1OC
    5	-4	i	-3	8	9	1.5	-6	-0.1
- CC(=O)Nc1ccc(CNc2ncnc3ccc(-c4c(C)noc4C)cc23)cc1
    .	-4	7	.	10	-2	2.4	.	0.3
